# SKN-1 inh: blocks SKN-1 activity in C. elegans; inhibition, % at 21.8 µM; AID 624304; hit rate 0.49% among 360,000; C. elegans VP596 Pgst-4::GFP/RFP ratio, acrylamide-induced, 24 h;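 active = interference check ratio from 0.5 to 1.5 plus GFP to RFP signal ratio inhibition reaching or exceeding a fixed threshold, cut at about 30% in these data, passing the limit was not always enough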; note: some compounds called inactive have numbers as strong as hits
# NRP1-CendR mod: alters CendR peptide binding to human NRP-1 | O14786 | FAM-RPARPAR peptide binding to NRP-1, fluorescence polarization | inhibition, % at 25 µM | hit rate 0.85% among 360,000 | AID 602438;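 active = inhibition or corrected inhibition above about 18%, plus a signal ratio from 0.5 to 1.5, limit read from the data, passing the limit was not always enough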; note: strong numbers were not always called active
# Target sequence (O14786 whole entry, looked up): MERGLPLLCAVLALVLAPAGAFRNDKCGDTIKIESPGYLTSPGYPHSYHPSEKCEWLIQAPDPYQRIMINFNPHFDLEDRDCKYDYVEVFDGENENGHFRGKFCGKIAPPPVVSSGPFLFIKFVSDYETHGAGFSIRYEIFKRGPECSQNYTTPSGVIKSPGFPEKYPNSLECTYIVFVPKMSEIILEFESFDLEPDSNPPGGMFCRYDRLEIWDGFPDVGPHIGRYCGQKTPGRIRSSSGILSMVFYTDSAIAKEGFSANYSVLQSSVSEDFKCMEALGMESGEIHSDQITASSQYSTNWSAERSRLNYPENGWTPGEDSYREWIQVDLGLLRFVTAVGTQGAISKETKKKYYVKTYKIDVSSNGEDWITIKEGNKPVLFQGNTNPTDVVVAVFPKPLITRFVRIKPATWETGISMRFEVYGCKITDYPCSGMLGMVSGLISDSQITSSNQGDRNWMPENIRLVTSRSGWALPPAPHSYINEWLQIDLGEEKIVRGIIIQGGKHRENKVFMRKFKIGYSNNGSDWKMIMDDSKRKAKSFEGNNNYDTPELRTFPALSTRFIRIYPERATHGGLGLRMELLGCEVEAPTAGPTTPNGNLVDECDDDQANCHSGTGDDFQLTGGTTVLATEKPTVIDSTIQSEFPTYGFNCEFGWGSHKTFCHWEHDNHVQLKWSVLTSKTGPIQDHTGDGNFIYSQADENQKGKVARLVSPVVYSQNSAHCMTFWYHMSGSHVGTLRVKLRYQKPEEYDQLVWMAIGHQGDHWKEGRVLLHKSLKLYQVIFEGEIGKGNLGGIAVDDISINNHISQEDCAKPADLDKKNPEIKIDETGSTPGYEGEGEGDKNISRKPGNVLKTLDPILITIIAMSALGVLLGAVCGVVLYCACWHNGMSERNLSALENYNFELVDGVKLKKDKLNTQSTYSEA
# MT1-MMP act inh: inhibitors of human MT1-MMP activation. hit rate 0.061% among 360,000. GFP/RFP ratio change, % at 20 µM. HT1080 RFP-PRO-GFP cells, GFP/RFP ratio fluorescence, overnight; percent of plate control window, DMSO zero. AID 651647. P50281;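 active = GFP/RFP ratio change of at least 30% with cell ATP level not reduced by more than half and red fluorescence within 50% of control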; note: strong numbers were not always called active
#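 Assay system: HT1080 RFP-PRO-GFP cells. Benchmarks: DMSO vehicle wells and RFP-L50D-GFP reporter cell wells. Times: overnight cell settling, then overnight compound exposure, 37 °C, 5% CO2. Compound: 20 µM single dose, 1% DMSO. Read-out basis: GFP/RFP fluorescence ratio.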
# MLLE-PAM2 inh: inhibitors of microRNA-mediated deadenylation, human PABP1 MLLE binding. P11940. GST-MLLE / FITC-PAM2 fluorescence polarization. inhibition, % at 20 µM. hit rate 0.36% among 360,000. AID 588489; in the data active = inhibition above about 35%, passing the limit was not always enough;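 note: plate controls were DMSO wells with GST-MLLE for no effect and wells lacking GST-MLLE protein for full effect; some results filed as inactive read as strong as hits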
# FAS-TE inh: inhibitors of human fatty acid synthase thioesterase domain; P49327; recombinant FAS-TE, OMFH fluorogenic substrate, fluorescence endpoint; inhibition, % at 15 µM; hit rate 0.67% among 360,000;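 active = compounds whose normalised, plate-corrected inhibition of enzyme fluorescence in the single-dose primary screen is 50% or more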;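 note: 0% = DMSO with enzyme and 100% = substrate without enzyme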
# eLon inh: E. coli protease La inhibition; P0A9M0; purified E. coli Lon protease, fluorescence polarization; inhibition, % at 7.94 µM; hit rate 0.42% among 360,000; AID 602123; in the data active = inhibition above about 13%, passing the limit was not always enough;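 note: 0% = enzyme with probe and DMSO and 100% = no enzyme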
# MsrA act: activates bovine MsrA enzyme. purified bovine MsrA, absorbance read-out. activation, % at 10.6 µM. hit rate 0.3% among 360,000. AID 602163; in the data active = activation above about 7.5%;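 note: 0% = vehicle and 100% = reference activator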
# TbMetRS inhib: blocks T. brucei methionyl-tRNA synthetase activity; purified T. brucei MetRS, ATP depletion, Kinase-Glo luminescence; inhibition, % at 11.9 µM; hit rate 0.4% among 360,000; AID 624268;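 active = inhibition above a per-plate cutoff of the control wells' mean inhibition plus 3 SD, cut at about 5.5% in these data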;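 note: 0% = DMSO wells median and 100% = median of wells with control inhibitor compound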
#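 Material: parasite MetRS enzyme / Replication: singlicate, one well per compound / Signal: luminescence of leftover ATP / Schedule: 2 h aminoacylation at 25 °C after 15 min preincubation / Medium: HEPES-MgCl2-KCl buffer plus DTT, spermine, BSA, pyrophosphatase / Doses: 11.9 µM single point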
# MsrA inh: inhibitors of bovine MsrA | purified bovine MsrA, absorbance read-out | inhibition, % at 15.5 µM | hit rate 0.75% among 360,000 | AID 651718; in the data active = inhibition above about 4.5%;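 note: 0% = vehicle wells with enzyme and 100% = reference inhibitor wells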
# Numbers without * were called inactive; x = no result given.
# Order of values – SKN-1 inh	NRP1-CendR mod	MT1-MMP act inh	MLLE-PAM2 inh	FAS-TE inh	eLon inh	MsrA act	TbMetRS inhib	MsrA inh
COC(=O)C1=NNC(C(=O)c2ccco2)C1c1ccc(OC)cc1 (stereo unspecified)
 : 0	2	0	-4	-1	-5	-1	2.4	0.0
CN1OC(CC(=O)O)N(c2ccc(Cl)cc2)C1=O (stereo unspecified)
 : 9	-4	2	0	-3	-8	-5	0.1	0.6
O=C(c1ccco1)N1CCN(C(=S)NC2CC3CCC2C3)CC1 (stereo unspecified)
 : -10	-1	5	-138	-6	-8	-3	-0.1	0.4
COc1ccc(CCNC(=O)CCc2cn(C)c3ccccc23)c(OC)c1OC
 : -2	-6	4	-8	0	16	-2	-0.3	-1.3
O=C(Nc1ccc(F)cc1)N1CCN(CCc2ccccc2)CC1
 : -2	3	3	-7	-9	-1	-9	-0.6	0.4
CSc1nc(C)c(C(=O)Nc2ccccc2)c(-c2ccco2)c1C#N
 : -2	-4	15	2	11	1	-7	2.1	0.1
COc1cccc(C(=O)Cn2c(N3CCCCC3)nc3c2c(=O)n(C)c(=O)n3C)c1
 : -3	-4	2	4	7	-8	-8	-0.7	0.3
CCc1nnc(NC(=O)CN2C(=O)/C(=C/c3cc(OC)c(OC)c(OC)c3)SC2=S)s1
 : 4	-5	20	9	-8	-14	2	-0.5	-0.6
CCn1c(=O)c2cc(C(=O)NCCOC)sc2c2ccccc21
 : -12	7	6	0	-7	-1	-5	-0.9	0.1
CCc1ccc2nc(N3CCN(C(=O)C(C)(C)C)CC3)sc2c1
 : 10	1	6	2	-3	0	-2	-0.6	-0.2
N#CCSc1ccccc1NC(=O)COC(=O)CCN1C(=O)C2CC=CCC2C1=O (stereo unspecified)
 : 5	1	-7	-5	-5	9	-8	0.1	-0.4
C=CCN(CC=C)C(=O)Nc1ccc2nc(C)sc2c1
 : 3	-5	1	-7	-10	5	-13	-0.9	0.8
CCSCc1nnc(SCC(=O)Nc2ccc(OC)cc2)n1C
 : 5	-6	5	-85	-10	-2	-1	-0.4	0.6
CCc1ccc(C2=NN(CCC(=O)NC(C)c3ccc4c(c3)OCCO4)C(=O)CC2)cc1 (stereo unspecified)
 : -12	17	-5	9	-6	7	-8	-1.1	0.7
CCCCOC(=O)Nc1nc(C)c(C(=O)OCC)s1
 : -8	6	-1	-7	-6	3	-3	-0.3	0.4
O=C(CSc1nc2c(c(=O)n1-c1ccc(Br)cc1)SCC2)Nc1nccs1
 : 31	-8	-9	18	-3	-6	-5	-1.4	-0.7
COc1cc2[nH]c(=O)n(CCC(=O)NCCC(C)C)c(=O)c2cc1OC
 : -2	13	1	20	-4	-11	1	0.2	1.6
Brc1cccc(OCCOCCn2ccnc2)c1
 : 12	8	-1	-8	-9	-7	-2	0.4	0.4
Cc1ccc(NC(=O)CN(C)C(=O)CSc2ccc3c(c2)OCCO3)cc1
 : 6	1	-4	21	-4	-10	-2	0.1	-0.9
Cc1cc(C)n2nc(S(=O)(=O)N(C)c3ccccc3)nc2n1
 : -13	-5	9	12	-7	1	-8	-0.1	0.1
O=C(c1cc(Cl)ccc1[N+](=O)[O-])N1CCc2ccccc2C1
 : 2	6	-2	-3	-6	6	-2	-0.4	-0.8
Cc1cccc(NS(=O)(=O)c2ccc(-c3ccc(=O)[nH]n3)o2)c1
 : -3	-8	1	11	-3	-3	-4	-0.1	0.6
CSc1nnc(Cc2cc(=O)[nH]c(=O)[nH]2)n1-c1cccc(C)c1
 : 15	-2	1	9	-2	1	-2	-0.1	0.3
CC(O)c1c(OCc2ccccc2)ncnc1OCc1ccccc1 (stereo unspecified)
 : -14	-2	-9	-5	8	0	-13	-1.9	1.1
Cc1cc(-c2cc(C(=O)O)c3ccccc3n2)c(C)s1
 : 13	4	9	8	-2	2	-2	0.2	0.8
Cc1ccsc1CN(C)C(=O)c1ccc(Oc2ccccc2)cc1
 : 9	6	-1	7	21	-2	-1	-0.7	-0.6
COc1ccccc1NC(=S)N(Cc1ccc(C)cc1)Cc1cccnc1
 : 3	3	2	-36	1	-1	-2	0.1	-1.2
CC(CC(=O)O)CC(=O)Nc1ccc(S(N)(=O)=O)cc1 (stereo unspecified)
 : 9	2	-2	-7	-4	10	2	0.3	-1.0
CCOC(=O)[C@]12CCC=C1N(Cc1ccc3c(c1)OCO3)C(=O)[C@H](CC(=O)N1CCOCC1)C2
 : 6	6	2	x	-8	-2	2	0.3	-0.8
Cc1ccc2nsnc2c1S(=O)(=O)N(CCO)Cc1cc2cc3c(cc2[nH]c1=O)OCCO3
 : 9	11	-9	21	-4	-2	-10	-0.2	3.6

# (next part)
# Order of values – SKN-1 inh	NRP1-CendR mod	MT1-MMP act inh	MLLE-PAM2 inh	FAS-TE inh	eLon inh	MsrA act	TbMetRS inhib	MsrA inh
O=C(NCCCC(=O)N1CCOCC1)c1cccnc1
 : 6	3	-4	-4	-3	8	-4	-1.3	-0.4
O=C1NN(c2ccccc2)C(=O)/C1=C/c1ccc(-c2ccc(Cl)c(C(=O)O)c2)o1
 : 12	-77	-6	2	2	-3	-5	-0.3	-0.8
COc1ccc(C)cc1N(CC(=O)N1CCCCCC1)S(C)(=O)=O
 : 3	-4	-2	0	-1	8	-4	-2.1	-0.7
O=C(NCc1n[nH]c(=S)n1-c1ccc(Br)cc1)c1ccc(S(=O)(=O)N2CCOCC2)cc1
 : 13	2	4	-8	-2	-8	-1	-0.2	0.1
Cc1cc(C(=O)OCC(=O)N2CCN(C(=O)c3ccco3)CC2)c(C)n1-c1ccc(F)cc1
 : -6	-4	7	-8	-1	-8	-1	-0.1	0.3
C/C=C/c1ccc2c(c1)O[C@@H](CN(C)C(=O)c1ccc(F)cc1)[C@@H](C)CN([C@H](C)CO)S2(=O)=O
 : 8	-9	-8	-6	2	-8	-1	-1.1	-2.0
C=CCNCC(=O)N1N=C(c2ccc3ccccc3c2)CC1c1ccc(OC)cc1 (stereo unspecified)
 : -1	14	-5	6	4	4	-1	0.1	-0.3
CC1CC1C(=O)Nc1cc(C(F)(F)F)ccc1N1CCOCC1 (stereo unspecified)
 : 11	4	-5	-2	3	-7	-7	-0.1	-0.9
CC(C)CNC(=O)C1(C)CCCN1C(=O)c1ccc2ccccc2n1 (stereo unspecified)
 : 6	17	-2	6	-4	6	-3	0.2	-0.6
COc1ccc(NC(=O)N(C)C[C@@H]2OCc3cn(nn3)CCCC(=O)N([C@@H](C)CO)C[C@H]2C)cc1
 : 4	-3	-4	0	-6	2	-2	-0.8	x
COc1cc(/C=C2\S/C(=N/S(=O)(=O)c3ccc(C)cc3)NC2=O)c([N+](=O)[O-])cc1OC
 : -6	-38	-4	34	15	13	-14	-0.9	3.4
Nc1[nH]c(N=NC(=O)c2ccc(Cl)cc2)c2ccccc12
 : 2	9	4	4	-4	7	-5	-0.4	2.5
COc1cccc(-c2ccc3c(c2)O[C@@H](CN(C)Cc2cncnc2)[C@@H](C)CN([C@H](C)CO)S3(=O)=O)c1
 : 2	12	2	19	-5	9	0	-0.3	0.9
COc1ccccc1-c1nnc(C2CCN(S(=O)(=O)c3cccc([N+](=O)[O-])c3)CC2)o1
 : -1	9	-3	9	10	-6	-2	-0.5	0.1
COc1ccc(C(=O)c2ccc(OC)c(N)c2)cc1N
 : -3	5	0	-4	-6	1	-14	-0.9	1.8
Cc1cc(N2CCOCC2)n2ncc(-c3ccccc3Cl)c2n1
 : 8	0	-2	3	-1	-1	2	-0.2	0.5
COc1ccc(-c2cc3c(nn2)-c2ccccc2C3=O)cc1
 : 1	10	6	-22	-4	-5	4	-0.4	0.1
CCCn1nnc(NC(=O)c2ccc(F)cc2)n1
 : -1	7	-7	9	-4	0	-10	-1.0	0.8
COc1cc(CCC(=O)O)on1
 : 4	0	-3	11	-6	1	0	-0.2	1.4
O=C(CN(C(=O)Cn1nnc(-c2ccccc2F)n1)c1cccc2c1CCCC2)NCc1ccccc1
 : 16	-12	-2	-7	25	-1	-2	-1.2	0.1
COc1ccc(S(=O)(=O)NCc2ccc3c(c2)OCO3)cc1OC
 : -2	19	-7	-3	-3	2	-4	-0.6	0.3
COc1ccc(C(NC(=O)/C=C/c2ccco2)c2ccc(OC)c(OC)c2)cc1 (stereo unspecified)
 : 3	5	-4	5	-4	-9	-3	-0.1	-0.8
COc1cc(C(=O)NC2CCCc3ccccc32)cc(OC)c1C (stereo unspecified)
 : -1	3	-20	-10	9	-3	-7	-0.6	1.4
COc1ccc(CCNS(=O)(=O)c2cc3c(cc2C)NC(=O)CO3)cc1OC
 : -2	7	-6	8	-6	2	-2	-0.2	-0.6
COC(=O)CCC(=O)OC1(C)C(=O)C=C2C=C(c3ccsc3)OC=C2C1=O (stereo unspecified)
 : 3	-48	16	-22	-4	-21	-11	-0.3	x
Cc1c(C(=O)NCCCn2ccnc2)oc2ccccc12
 : -1	4	3	-2	-8	6	-3	1.9	-0.3
COc1ccccc1CN1CC(C(=O)NCCN2CCNC2=O)CCC1=O (stereo unspecified)
 : -1	-18	3	0	-5	-8	-7	-0.5	-0.4
COCCCN1C(=O)C(CC(=O)NCc2cccc3ccccc23)CC(C(=O)N(C)C)=C1C (stereo unspecified)
 : 8	7	1	11	-6	0	-3	-0.2	-1.1
O=S(=O)(Nc1ccc2ccccc2c1)N1CCCCC1
 : 10	17	3	-6	-2	-3	-2	-0.2	0.4
CC(=O)NC(=S)NNC(=O)COc1ccc(Br)cc1
 : -3	4	-11	25	0	1	3	0.1	-0.2

# Reformatted: 2 of the compounds above
structure | SKN-1 inh | NRP1-CendR mod | MT1-MMP act inh | MLLE-PAM2 inh | FAS-TE inh | eLon inh | MsrA act | TbMetRS inhib | MsrA inh
COc1ccc(-c2cc3c(nn2)-c2ccccc2C3=O)cc1 | 1 | 10 | 6 | -22 | -4 | -5 | 4 | -0.4 | 0.1
CCCn1nnc(NC(=O)c2ccc(F)cc2)n1 | -1 | 7 | -7 | 9 | -4 | 0 | -10 | -1.0 | 0.8

# Remaining list, next part:
# Order of values – SKN-1 inh	NRP1-CendR mod	MT1-MMP act inh	MLLE-PAM2 inh	FAS-TE inh	eLon inh	MsrA act	TbMetRS inhib	MsrA inh
Cc1ccc(N2C(=O)c3ccc(C(=O)NCCN4CCOCC4)cc3C2=O)cc1
 : -3	2	-1	-12	-7	-9	-2	-0.1	-0.4
CCN(CC)c1ccc2c(c1)C(=O)N(C)C2=O
 : 9	-10	-8	-1	-5	4	1	-0.3	1.9
COC(=O)c1ccc(C(=O)NC(=S)Nc2ccc3nc(SC)sc3c2)cc1
 : 11	0	-1	-8	0	-4	-3	0.1	-0.4
CCCCN(C(=O)c1cccc(S(=O)(=O)N(C)c2ccc(C)cc2)c1)c1c(N)n(CCCC)c(=O)[nH]c1=O
 : -4	0	-28	-7	-8	-4	-1	-0.2	-0.7
COCc1ccc(CN2CCc3c([nH]c4ccccc34)C2C(C)(C)C)o1 (stereo unspecified)
 : -3	8	-14	-6	14	-5	-11	-0.3	-0.6
CCOC(=O)C1=C(c2ccccc2)NC(=O)NC1c1ccsc1 (stereo unspecified)
 : -4	-4	3	3	-2	9	-1	-1.7	0.5
COc1ccccc1CNC(=O)[C@H](C)NC(=O)[C@@H]1Cc2ccccc2CN1
 : 12	-7	2	-2	-3	-8	-1	-0.4	1.0
O=C1NC(=O)N(C2CCCCC2)CC1Br (stereo unspecified)
 : 17	21	1	-2	-6	6	-3	-0.2	1.5
COc1ccc(CC(=O)OCC(=O)NCc2ccco2)cc1OC
 : 7	-14	-5	1	-3	-4	2	-0.2	0.3

# Assay outcomes: PubChem BioAssay, several laboratories
